Compound activity: PubChem, several laboratories
GC-B act = GC-B (human) receptor activation; activation, % at 10 µM; hit rate 0.11% among 370,000; HEK293-GC-B cells, CNP EC30, cGMP TR-FRET; 0% at EC30 CNP, 100% saturating CNP;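 active means activation at 10 µM reaching about 35% in either raw or pattern-adjusted values, limit read from the data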
sPLA2-III inh = Inhibits HGIII-sPLA2 liposome hydrolysis, primary screen. QFRET BODIPY PC-A2 liposome hydrolysis, fluorescence. AID 743126. inhibition, % at 12.2 µM. Q9NZ20. hit rate 0.56% among 370,000;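 active means inhibition above mean plus 3 SD of compounds lying within the high and low control bounds, cut at about 19% in these data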;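 further: 0% = median of test compound wells and 100% = no enzyme DMSO wells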
hgDAF-12 ag = hgDAF-12 agonism, primary luciferase screen. HEK293 GAL4-hgDAF12 UAS-luciferase reporter, agonist luminescence; normalized to butyrate control. hit rate 1.8% among 370,000. activation, % at 6.8 µM;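 active means activation above a cutoff set at the mean of all screened compounds plus 3 SD, cut at about 10% in these data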;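 further: 0% = DMSO wells and 100% = sodium butyrate wells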
ssDAF12 agonist = S. stercoralis DAF-12 activation, primary screen | HEK293 ssDAF-12/GRIP1 lit1-tk-luc reporter, luminescence; % of 3 µM dafachronic acid response | activation, % at 6.8 µM | hit rate 1% among 370,000;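 active means activation above the mean over all tested compounds plus 3 SD, cut at about 0.9% in these data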;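 further: 0% = DMSO-only wells and 100% = 3 µM delta7-dafachronic acid wells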
DAX1 inh-1 = inhibits human nuclear receptor DAX1; P51843; HEK293 Gal4-DAX1 luciferase reporter, luminescence; inhibition, % at 6.75 µM; hit rate 0.99% among 340,000; AID 504766;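 active means inhibition above the mean over all tested compounds plus 3 SD, cut at about 4.2% in these data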;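 further: 0% = DAX1-transfected cells with DMSO and 100% = empty-vector control cells with DMSO; inhibition shows as a rise in luminescence from relieved DAX1 repression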
Target sequence (P51843 207-470 limits assumed): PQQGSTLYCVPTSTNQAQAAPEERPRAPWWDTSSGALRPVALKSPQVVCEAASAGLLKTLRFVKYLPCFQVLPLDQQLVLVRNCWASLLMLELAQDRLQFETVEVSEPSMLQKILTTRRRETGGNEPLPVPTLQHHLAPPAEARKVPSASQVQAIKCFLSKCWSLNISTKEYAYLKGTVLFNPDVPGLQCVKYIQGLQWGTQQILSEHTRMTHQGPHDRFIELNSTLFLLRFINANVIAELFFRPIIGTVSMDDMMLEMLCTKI
ADAM10 inh = inhibitors of human ADAM10; O14672; recombinant ADAM10, EDANS/DABCYL FRET peptide cleavage, 3 h; inhibition, % at 7 µM; hit rate 0.62% among 370,000; AID 720582;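 active means inhibition above a per-campaign cutoff equal to the mean of compounds falling between control-based bounds plus 3 SD, cut at about 20% in these data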;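 further: 0% = DMSO wells while the 100% control is not disclosed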
Target sequence (O14672 214-748 limits assumed): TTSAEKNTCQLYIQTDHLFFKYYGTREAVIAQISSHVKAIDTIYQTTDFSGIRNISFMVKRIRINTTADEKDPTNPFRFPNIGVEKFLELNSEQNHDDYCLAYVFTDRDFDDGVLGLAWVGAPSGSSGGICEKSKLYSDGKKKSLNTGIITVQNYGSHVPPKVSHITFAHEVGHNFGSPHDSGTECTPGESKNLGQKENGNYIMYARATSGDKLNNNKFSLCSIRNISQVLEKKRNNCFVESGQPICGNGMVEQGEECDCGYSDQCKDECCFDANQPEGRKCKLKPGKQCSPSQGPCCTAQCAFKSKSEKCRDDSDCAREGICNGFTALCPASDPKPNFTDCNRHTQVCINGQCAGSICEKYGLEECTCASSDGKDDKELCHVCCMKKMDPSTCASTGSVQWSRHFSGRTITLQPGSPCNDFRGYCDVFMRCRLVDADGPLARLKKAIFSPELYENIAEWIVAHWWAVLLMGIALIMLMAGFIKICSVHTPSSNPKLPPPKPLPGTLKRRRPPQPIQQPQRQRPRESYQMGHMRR
hcDAF12 agonist = H. contortus DAF-12 activation, primary screen. HEK293 hcDAF-12 lit1-tk-luc reporter, luminescence; 0% DMSO, 100% Δ7-dafachronic acid. activation, % at 6.8 µM. hit rate 1.4% among 370,000;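 active means activation above the mean of all tested compounds plus 3 SD, cut at about 5.5% in these data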;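 further: 100% = response to 3 µM Δ7-dafachronic acid high control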
GC-A act = GC-A (human) enzyme activation; HEK293 GC-A cells, cGMP TR-FRET, EC30 ANP; 0% at EC30 ANP, 100% saturating ANP; activation, % at 10 µM; AID 1671463; hit rate 0.14% among 370,000; in the data active means activation above about 40%
DAX1 inh-2 = DAX1 (NR0B1) inhibition, primary screen; HEK293T StAR-luciferase reporter, SF-1/DAX-1 repression relief; inhibition, % at 6.8 µM; hit rate 1.1% among 370,000; AID 652010;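 active means inhibition above the mean over all tested compounds plus 3 SD, cut at about 3.6% in these data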;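 further: 0% = DAX-1 cells with DMSO and 100% = cells lacking DAX-1 with DMSO; higher inhibition means more luminescence from relief of DAX-1 repression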
SMARCA2 activ = SMARCA2 function activation, primary screen. MG213 cells, MMTV-luciferase reporter, dexamethasone, overnight. activation, % at 9.1 µM. hit rate 1% among 370,000; in the data active means activation above about 7.8%;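 further: 0% = vehicle wells and 100% = reference activator wells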
FXN GAA850 act = activators of GAA850 frataxin (FXN) promoter; activation, % at 6 µM; HEK293 lucGAA850 FXN promoter luciferase reporter, 24 h; percent of 10 µM SAHA response; hit rate 0.56% among 360,000;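 active means activation above the average of all compounds screened plus 3 SD, cutoff fixed separately per campaign, cut at about 7.5% in these data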;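 further: 0% = DMSO wells and 100% = 10 µM SAHA wells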
* hit, by the source's call; . = not tested or not shown.

Order of results – GC-B act	sPLA2-III inh	hgDAF-12 ag	ssDAF12 agonist	DAX1 inh-1	ADAM10 inh	hcDAF12 agonist	GC-A act	DAX1 inh-2	SMARCA2 activ	FXN GAA850 act
- CC(C)[C@H](NC(=O)c1ccc(Cl)cc1Cl)C(=O)OCc1nc2ccsc2c(=O)[nH]1
  -4	2	0.0	-0.1	0.3	-8	-0.3	-4	1.4	-2	0.7
- COC(=O)CSc1cc(SCC(=O)OC)c(C#N)c(SCC(=O)OC)c1
  14	-7	-1.1	-0.9	2.0	-18	-1.0	20	0.3	0	1.1
- NC(=O)c1cc2ccccc2o/c1=N\NC(=O)c1ccncc1
  -8	-3	-0.6	0.1	1.0	-3	1.9	-3	-1.3	2	0.4
- Cc1occc1-c1nnc(SCC(=O)Nc2nccs2)n1Cc1ccco1
  3	-4	-0.8	-1.0	-0.3	2	-0.5	3	-0.3	1	0.9
- CCc1nc2ccc(C(=O)NCCCN3CCCC3=O)cn2c1N(CC)CCN(C)C
  -3	1	1.8	-1.2	.	-23	-1.5	1	0.8	-4	0.2
- COc1cccc(C(=O)N2CCC(CCC(=O)Nc3cccc(C)c3)CC2)c1
  2	-1	1.1	-0.7	-0.2	5	0.1	-1	0.6	1	1.0
- COc1cc2c(cc1NC(=O)c1ccc(C)c([N+](=O)[O-])c1)oc1ccccc12
  -2	-1	3.6	0.5	1.9	-9	3.7	-2	1.6	1	3.0
- CC(=O)c1cc(C#N)c(N2CCN(c3ccccc3)CC2)nc1C
  -7	-3	0.3	-1.3	-1.0	-3	-0.8	-2	-0.6	1	1.2
- COc1ccc(C(=O)Nc2cc(Cl)cc(Cl)c2)c(OC)n1
  -2	5	3.4	-0.7	0.6	5	0.6	-2	0.6	2	1.7
- O=c1[nH]c(C2CCCN(S(=O)(=O)c3cccc(Cl)c3)C2)nc2c1nnn2Cc1ccc2c(c1)OCCO2 (stereo not given)
  -3	-1	-1.5	0.0	0.5	5	-0.7	-2	-0.8	1	1.1

6 compounds out of the list, arranged by heavy-atom count, largest number first:
Order of results – GC-B act	sPLA2-III inh	hgDAF-12 ag	ssDAF12 agonist	DAX1 inh-1	ADAM10 inh	hcDAF12 agonist	GC-A act	DAX1 inh-2	SMARCA2 activ	FXN GAA850 act
- CCc1nc2ccc(C(=O)NCCCN3CCCC3=O)cn2c1N(CC)CCN(C)C
  -3	1	1.8	-1.2	.	-23	-1.5	1	0.8	-4	0.2
- COc1cc2c(cc1NC(=O)c1ccc(C)c([N+](=O)[O-])c1)oc1ccccc12
  -2	-1	3.6	0.5	1.9	-9	3.7	-2	1.6	1	3.0
- Cc1occc1-c1nnc(SCC(=O)Nc2nccs2)n1Cc1ccco1
  3	-4	-0.8	-1.0	-0.3	2	-0.5	3	-0.3	1	0.9
- COC(=O)CSc1cc(SCC(=O)OC)c(C#N)c(SCC(=O)OC)c1
  14	-7	-1.1	-0.9	2.0	-18	-1.0	20	0.3	0	1.1
- CC(=O)c1cc(C#N)c(N2CCN(c3ccccc3)CC2)nc1C
  -7	-3	0.3	-1.3	-1.0	-3	-0.8	-2	-0.6	1	1.2
- NC(=O)c1cc2ccccc2o/c1=N\NC(=O)c1ccncc1
  -8	-3	-0.6	0.1	1.0	-3	1.9	-3	-1.3	2	0.4

More results:
Order of results – GC-B act	sPLA2-III inh	hgDAF-12 ag	ssDAF12 agonist	DAX1 inh-1	ADAM10 inh	hcDAF12 agonist	GC-A act	DAX1 inh-2	SMARCA2 activ	FXN GAA850 act
- COc1ccccc1C(=O)Nc1ccc(S(=O)(=O)N2CCCC2)cc1
  -6	-6	0.3	-2.3	-0.8	7	-3.0	1	-1.8	-4	0.1
- C=CCn1c(SC(C)C(=O)NCc2ccc3c(c2)OCO3)nc2scc(-c3ccccc3)c2c1=O (stereo not given)
  -3	-1	-0.6	-1.4	-0.9	6	-0.7	-2	-1.1	-2	7.8*
- Oc1ccc(Nc2nc(-c3ccc(O)cc3)cs2)cc1
  -1	-19	2.5	-1.3	-0.7	-7	-1.7	-4	-1.4	-1	-3.8
- COc1cc(C(=O)OCC(=O)NCc2ccco2)cc(OC)c1OC
  -5	5	-1.1	-1.2	-0.3	-9	-0.6	-1	0.0	0	0.3
- CCOc1ncccc1C(=O)OCC(=O)Nc1ccc(C(N)=O)cc1
  6	-3	1.0	-1.2	-0.7	2	-1.8	0	-0.2	-2	0.5
- Cc1cc(N2CCN(CC(C)(C)O)C[C@H]2C)ccc1N1CCN(CC(C)(C)O)[C@H](C)C1
  7	10	1.5	-1.1	.	-12	-1.4	5	0.2	-2	.
- O=C(Cc1ccc(Cl)cc1)N1CCOCC1
  1	2	3.1	-0.6	0.6	1	1.5	-2	0.3	3	0.4
- O=C(CCN1C(=O)c2ccccc2C1=O)c1cnc[nH]1
  -4	-3	2.2	-0.8	.	-1	0.2	0	-0.9	-3	.
- Cc1cc(C)n(/N=C/c2ccc(C(C)C)cc2)c(=O)c1C#N
  2	9	4.9	-1.3	0.9	-15	0.0	-2	0.6	-3	2.5
- Cc1ccc(NC(=O)CNCC2CCCCC2)cc1S(=O)(=O)N(C)C
  2	-9	2.3	-2.2	-0.6	-1	-1.5	3	-0.1	2	1.5
- CC1Cc2ccccc2N1S(=O)(=O)c1ccc2c(c1)n(C)c(=O)c(=O)n2C (stereo not given)
  3	5	-0.1	-0.7	-1.0	10	-2.6	2	-0.2	6	-1.1
- CN(C)S(=O)(=O)Nc1ccc(Oc2ccccc2)cc1
  5	2	-0.1	-1.3	0.1	2	-2.6	-3	0.0	-2	0.3
- CCOC(=O)C1CC(=O)c2cc(OC)c(OC)cc2C1 (stereo not given)
  3	4	2.7	-1.2	1.3	-104	-2.5	-2	-0.4	0	2.2
- CSc1nsc(SCC(=O)Nc2cc(C(=O)O)ccc2C)n1
  2	-15	1.3	-0.4	0.7	-4	3.5	0	-0.2	-1	0.9
- N#CCc1c(C#N)c(N)nc(N2CCCC(O)C2)c1C#N (stereo not given)
  0	4	0.1	-0.8	2.2	-34	-0.2	4	1.1	-6	-1.7
- O=C(NCc1ccncc1)c1ccc(Br)o1
  -4	2	-0.2	-1.8	0.8	-4	-1.4	2	-0.3	0	-1.0
- CCOc1ccc(N2CC(C(=O)Nc3c(C)n(C)n(-c4ccccc4)c3=O)CC2=O)cc1 (stereo not given)
  5	1	2.0	-0.9	-1.4	-1	-1.0	-2	0.7	-2	0.6
- COCCCn1c(=O)cc(C)[nH]c1=S
  5	8	-1.9	-0.7	0.3	-13	0.5	-1	-0.2	0	2.5
- COc1ccc(Cl)cc1NC(=O)CN(C)CC(=O)NC(C)c1ccccc1 (stereo not given)
  1	0	-1.2	-1.6	0.1	-2	-0.4	-5	0.1	-4	-0.1
- COC(=O)C1=C(C)N=C2SC(C)C(=O)N2C1c1ccc(C(=O)OC)cc1 (stereo not given)
  0	-9	0.0	-1.3	0.1	13	-1.1	1	0.2	-4	0.7

Carrying on:
smiles	GC-B act	sPLA2-III inh	hgDAF-12 ag	ssDAF12 agonist	DAX1 inh-1	ADAM10 inh	hcDAF12 agonist	GC-A act	DAX1 inh-2	SMARCA2 activ	FXN GAA850 act
COc1cc(C(=O)NCC(c2ccco2)N2CCc3ccccc3C2)cc(OC)c1OC (stereo not given)	-2	-5	-1.1	-1.1	1.2	-7	-1.6	-1	0.6	0	-1.6
Cc1ccc(CSc2ccc(-c3cccs3)nn2)cc1	-3	9	5.3	-1.3	3.0	-8	0.1	1	0.6	4	3.0
O=C1CCN(S(=O)(=O)c2cccs2)c2ccc(C(F)(F)F)cc2N1	-1	-4	-1.3	-0.7	-0.5	-5	-1.0	1	-0.1	-1	-0.7
CCOc1ccc(N=Nc2ccc(O)c3ncccc23)cc1	0	-2	-0.3	-1.2	0.0	0	0.3	1	0.0	2	1.8
NC(Cc1ccccc1)C(O)(c1ccccc1)c1ccccc1 (stereo not given)	-14	3	-2.1	-1.9	0.6	11	-0.6	-40	-0.6	2	-0.6
Cc1cccc(-n2c(N)c(-c3nc4ccccc4n3C)c3nc4ccccc4nc32)c1	3	-2	1.8	0.3	3.7	-31	2.8	10	-0.2	-2	-3.5
CCOc1ccc(C2Nc3ccccc3C(CC)(CC)O2)cc1 (stereo not given)	0	0	-2.3	-1.3	0.7	-12	-1.0	1	-0.3	-1	-0.3
CN(CC(=O)Nc1ccccc1Br)C(=O)c1cccc([N+](=O)[O-])c1	0	-3	2.5	-0.5	-0.3	2	-0.6	1	0.2	0	0.6
Cc1[nH]nc(NCCO)c1[N+](=O)[O-]	-1	4	-2.1	-1.3	-0.7	2	-0.5	1	-1.3	-1	0.7
CCCc1c(O)nc(SCCN(CC)CC)n(C(=O)c2ccccc2)c1=O	-1	-9	0.6	-1.8	2.5	3	-0.6	-3	0.1	-2	-1.1
COc1cc(C(=S)N2CCOCC2)ccc1OC(=O)c1cc([N+](=O)[O-])c(C)c([N+](=O)[O-])c1	-10	-2	0.8	-1.6	0.1	-1	-1.7	-1	-0.3	-3	0.3
